Bioassay records (PubChem)
MBNL1 CUG block: blocks human MBNL1 binding to CUG repeat RNA. Q9NR56. TR-FRET MBNL1-His/biotin-(CUG)12 binding, 665/545 ratio. Potency, µM (titrated, usually from 57.5 µM), without a hit: at the highest dose activity change, negative = inhibition, most hits filed as inhibitors. 280,000 tested, 0.036% active; active = well fitted inhibition curve with a large enough effect in the signal ratio, with a control signal flat, not every such curve was filed as active; inconclusive = small, poorly fitted or top-dose-only effect, or effect the other way, or a change in a side signal; inactive = no such curve, though single readings can be large or run the other way; the % refers to the signal ratio; also: % is scaled to controls: 0 for no effect and ±100 for the full control effect
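Inhibition of protein-RNA binding appears as loss of TR-FRET between terbium anti-His antibody on MBNL1-His and streptavidin-XL665 on biotin-(CUG)12. Activity is normalized to buffer-only and uninhibited-complex controls.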
p53 reactivation: mutant p53 re-activation in reporter cells; H1299 p53-A138V BP100-luciferase reporter, luminescence, 24 h; Potency, µM (top dose mostly 92.2 µM), for inactives: at the top dose activity change, positive = activation, hits mostly activators; 320,000 tested, 0.063% active; also: % of control where 0% means no effect; nearly all actives have a fitted effect of over 45% in size
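p53-null H1299 cells stably carrying temperature-sensitive p53-A138V and a BP100-luciferase reporter were pinned with compounds (4-point, 1:5 series) and held 24 hrs at 37 deg C. Luminescence was read 10 min after detection reagent.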
FLuc modulator: firefly luciferase modulation, counter-screen for miR-21 project; 360,000 tested, 6.9% active; P08659; purified FLuc, Km substrates, luminescence inhibition; Potency, µM (series often up to 57.5 µM), for inactives: at the highest dose activity change, negative = inhibition, hits mostly inhibitors;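 also: plate controls were vehicle for no effect and reference inhibitor for full effect; nearly all actives have a fitted effect of over 55% in size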
Target sequence (P08659 whole entry, looked up): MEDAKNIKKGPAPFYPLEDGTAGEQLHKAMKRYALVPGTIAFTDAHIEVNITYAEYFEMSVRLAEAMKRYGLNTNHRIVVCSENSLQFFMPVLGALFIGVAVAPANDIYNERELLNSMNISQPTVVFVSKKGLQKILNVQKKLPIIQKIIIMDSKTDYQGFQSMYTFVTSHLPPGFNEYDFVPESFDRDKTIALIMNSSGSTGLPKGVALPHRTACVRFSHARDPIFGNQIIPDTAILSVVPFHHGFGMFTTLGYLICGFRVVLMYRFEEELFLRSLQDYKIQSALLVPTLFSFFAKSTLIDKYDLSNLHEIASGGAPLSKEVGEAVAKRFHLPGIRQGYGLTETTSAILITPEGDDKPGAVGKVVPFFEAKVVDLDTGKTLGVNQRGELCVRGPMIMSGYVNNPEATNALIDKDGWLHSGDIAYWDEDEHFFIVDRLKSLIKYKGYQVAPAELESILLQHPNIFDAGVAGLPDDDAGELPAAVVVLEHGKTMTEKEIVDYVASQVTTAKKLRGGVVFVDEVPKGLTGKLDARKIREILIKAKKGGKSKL
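Biochemical qHTS of compounds, final roughly 60 µM downward over six points, against 10 nM purified firefly luciferase using Km concentrations of substrates (10 uM D-luciferin, 10 uM ATP) in Tris acetate pH 7.5 buffer; luminescence output.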
MLL CXXC-DNA inh: inhibitors of human MLL CXXC domain-DNA interaction; Q03164; MLL-CXXC / FITC-HOXA9 DNA fluorescence polarization; Potency, µM (titrated, usually from 115 µM), without a hit: top-dose activity change, negative = inhibition, most hits filed as inhibitors; 290,000 tested, 0.037% active; AID 2662; active = well fitted inhibition curve with a large enough effect in the polarisation, with a control signal flat, not every such curve was filed as active; inconclusive = small, poorly fitted or top-dose-only effect, or effect the other way, or a change in a side signal; inactive = no such curve, though single readings can be large or run the other way; the % refers to the polarisation
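Fluorescence polarization: 7 uM MLL-CXXC (stock) preincubated 5 min with compounds, then 50 nM fluorescein-HOX-A9 DNA (stock) added; 30 min ambient. Buffer 50 mM Tris-HCl pH 7.5, 50 mM NaCl, 1 mM DTT, 0.05% BSA.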
VP16 counter: inhibits Gal4-VP16 luciferase reporter, ROR gamma counter-screen; Drosophila S2 Gal4-VP16 UAS-luciferase, luminescence, 20 h; Potency, µM (doses to about 53.6 µM), for inactives: at the highest dose activity, negative = inhibition, actives largely listed as inhibitors; 310,000 tested, 3.5% active;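 also: Gal4-VP16 expression switched on by copper sulfate through the metallothionein promoter; % is scaled to controls: 0 for no effect and ±100 for the full control effect; nearly all actives have a fitted effect of over 50% in size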
uPA generation: inhibitors of cell surface uPA generation; Potency, µM (series often up to 38.3 µM), without a hit: at the top dose activity change, negative = inhibition, actives largely listed as inhibitors; 330,000 tested, 0.31% active; cell surface uPA generation assay, qHTS; active = well fitted inhibition curve with a large enough effect; inconclusive = small, poorly fitted or top-dose-only effect; inactive = no such curve, though single readings can be large or run the other way; tested in mouse RAW 264.7 cells; also: % is scaled to controls: 0 for no effect and ±100 for the full control effect; nearly all actives have a fitted effect of over 55% in size
BRCA1 expr act: activators of BRCA1 expression; MCF7-BRCA1-FFLuc reporter, luminescence, 48 h; response scale: scaled: vehicle 0%, 10 µM genistein 100%; Potency, µM (series often up to 46.1 µM), without a hit: at the top dose activation, most hits filed as activators; 380,000 tested, 1.1% active; AID 624202; also: nearly all actives have a fitted effect of over 80% in size; some results filed as inactive show a strong effect at the top dose
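Quantitative HTS in MCF7 cells stably reporting BRCA1 expression via firefly luciferase. Compound treatment lasts 48 h at 37 °C in phenol-red free MEM. Activation is expressed relative to genistein at 10 microM and DMSO.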
RORgamma inh: inhibitors of mouse ROR gamma transcriptional activity; P51450; Drosophila S2 Gal4-RORgamma UAS-luciferase reporter, 20 h; Potency, µM (top dose mostly 53.6 µM), without a hit: at the top dose activity change, negative = inhibition, usual class: inhibitors; 310,000 tested, 5.4% active; also: % is scaled to controls: 0 for no effect and ±100 for the full control effect; nearly all actives have a fitted effect of over 60% in size
Target sequence (P51450 whole entry, looked up, the tested form may be a part): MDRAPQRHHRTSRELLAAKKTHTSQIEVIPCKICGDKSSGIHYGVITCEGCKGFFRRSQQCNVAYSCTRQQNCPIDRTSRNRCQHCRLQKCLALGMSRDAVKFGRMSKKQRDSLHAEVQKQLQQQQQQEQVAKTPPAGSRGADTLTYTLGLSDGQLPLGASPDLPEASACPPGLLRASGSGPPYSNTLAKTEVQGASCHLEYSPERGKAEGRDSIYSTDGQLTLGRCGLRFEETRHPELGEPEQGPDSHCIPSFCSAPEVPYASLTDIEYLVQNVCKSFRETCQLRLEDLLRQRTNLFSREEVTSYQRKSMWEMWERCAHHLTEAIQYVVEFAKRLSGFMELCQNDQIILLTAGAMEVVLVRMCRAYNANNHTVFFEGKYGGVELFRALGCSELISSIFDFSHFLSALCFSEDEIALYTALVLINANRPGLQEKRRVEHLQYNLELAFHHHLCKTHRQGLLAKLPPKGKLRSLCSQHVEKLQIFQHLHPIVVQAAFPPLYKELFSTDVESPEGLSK
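Luminescence from a UAS-regulated Photinus luciferase reporter in stably transfected Drosophila Schneider cells is measured; decreased signal marks ROR gamma inhibition. Fusion expression is induced by 700 uM copper sulfate for 20 hr.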
ELG1 genotox: induces genotoxicity in HEK293T cells with luciferase-tagged ELG1 | HEK293T ELG1-luciferase reporter, luminescence, 16 h | Potency, µM (series often up to 46 µM), for inactives: at the top dose activity change, positive = activation, usual class: activators | 330,000 tested, 1.3% active | AID 504466; also: % of control where 0% means no effect; nearly all actives have a fitted effect of over 60% in size
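Genotoxic stress is detected as increased luminescence from luciferase-tagged ELG1 in HEK293T cells, measured with ONE-Glo after a 16 hr treatment at 37 °C.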
Rab9 prom act: Rab9 promoter activation; Huh7 Rab9 promoter-luciferase reporter, luminescence, 24 h; Potency, µM (titrated, usually from 9.22 µM), without a hit: at the top dose activation, negative = inhibition, hits mostly activators; 320,000 tested, 2.8% active; AID 485297; also: % of control where 0% means no effect; nearly all actives have a fitted effect of over 60% in size
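Measured in stably transfected Huh7 cells bearing a Rab9 promoter–luciferase construct: 24 h compound treatment at 37 °C, followed by luminescence detection.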
NPC1 prom act: activates the NPC1 promoter | Huh7 NPC1 promoter luciferase reporter, 24 h | Potency, µM (doses to about 9.22 µM), for the others: at the top dose activation, usual class: activators | 320,000 tested, 2.4% active;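 also: % of control where 0% means no effect; nearly all actives have a fitted effect of over 60% in size; reporter is driven by a mutant NPC1 promoter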
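NPC1 promoter–luciferase Huh7 cells; 24 h compound; luminescence.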
* marks the source's active call; other numbers are inactive results; [ ] = dose if it differs, or a comment. Unless noted, calls follow the shape of the dose curve; as a rule, active = well fitted curve in the direction sought with a large enough effect; inconclusive = small, poorly fitted or top-dose-only effect, or another doubt; inactive = no such curve, though single readings can be large; an effect the other way counts as inactive or inconclusive. Potency is read from the fitted curve at half-maximal effect.

For CCOc1ncccc1C(=O)OCC(=O)NCCc1ccccc1 the results were MBNL1 CUG block -12%, p53 reactivation -2%, FLuc modulator 7%, MLL CXXC-DNA inh inconclusive, VP16 counter 1%, uPA generation 7%, BRCA1 expr act 0%, RORgamma inh -1%, ELG1 genotox -1%, Rab9 prom act -1% and NPC1 prom act 2%.
`COc1cc(O)sc1C=Nc1ccc(Cl)cc1` gave MBNL1 CUG block inconclusive, p53 reactivation 0%, FLuc modulator -18%, MLL CXXC-DNA inh -5%, VP16 counter inconclusive, uPA generation 8%, BRCA1 expr act -35%, RORgamma inh inconclusive, ELG1 genotox 20%, Rab9 prom act 23% and NPC1 prom act -1%.
Cn1c(=O)[nH]c(=O)c2c1nc(N1CCCCCC1)n2CCCSc1nc2ccccc2o1 was read as MBNL1 CUG block -9%, p53 reactivation -8%, FLuc modulator -1%, MLL CXXC-DNA inh -4%, VP16 counter -16%, uPA generation -2%, BRCA1 expr act -63%, RORgamma inh -6%, ELG1 genotox -4%, Rab9 prom act -1% and NPC1 prom act 1%.
Screening COc1ccc(NC(=O)CN(C)C(=O)CCCSc2nc3ccccc3[nH]2)cc1 returned p53 reactivation 3%, FLuc modulator -10%, uPA generation 3%, BRCA1 expr act -9%, ELG1 genotox 0%, Rab9 prom act -5% and NPC1 prom act -1%.
Screening CCOC(=O)C(C)Oc1ccc(OCc2ccccc2)cc1 (stereo not given) returned MBNL1 CUG block 1%, p53 reactivation 1%, FLuc modulator inconclusive, MLL CXXC-DNA inh 5%, VP16 counter inconclusive, uPA generation -3%, BRCA1 expr act 1%, RORgamma inh -44%, ELG1 genotox 1%, Rab9 prom act 1% and NPC1 prom act -4%.
Screening C[C@@H](NC(=O)[C@@H]1Cc2ccccc2CN1)C(=O)NC1CCCC1 returned MBNL1 CUG block -2%, p53 reactivation 9%, FLuc modulator 1%, MLL CXXC-DNA inh 7%, VP16 counter -1%, uPA generation 7.1µM*, BRCA1 expr act -3%, RORgamma inh 6%, ELG1 genotox 1%, Rab9 prom act 1% and NPC1 prom act 14%.
CCN(CC(=O)Nc1ccc(N2CCOCC2)cc1)C(=O)c1ccc(C#N)cc1 was read as MBNL1 CUG block -1%, p53 reactivation 3%, FLuc modulator -12%, MLL CXXC-DNA inh -3%, VP16 counter 2%, uPA generation 1%, BRCA1 expr act 3%, RORgamma inh 13%, ELG1 genotox -2%, Rab9 prom act 0% and NPC1 prom act -1%.
For CC(NC(=O)Nc1nnc(C(F)(F)F)s1)(C(F)(F)F)C(F)(F)F the results were MBNL1 CUG block 0%, p53 reactivation 19%, FLuc modulator -20%, MLL CXXC-DNA inh 3%, VP16 counter 5.6µM*, uPA generation -16%, BRCA1 expr act -80%[inhibitor], RORgamma inh 5µM*, ELG1 genotox -10%, Rab9 prom act -33%[inhibitor] and NPC1 prom act -36%[inhibitor].
O=C(Nc1ccccc1C(=O)O)C1=NN=CC1 was read as MBNL1 CUG block -1%, p53 reactivation -3%, FLuc modulator inconclusive, MLL CXXC-DNA inh -13%, VP16 counter -5%, uPA generation 5%, BRCA1 expr act -14%, RORgamma inh -5%, ELG1 genotox 0%, Rab9 prom act 0% and NPC1 prom act -5%.
Screening CC(=O)CCc1c[nH]c2c(C(=O)O)cccc12 returned MBNL1 CUG block -8%, p53 reactivation 3%, FLuc modulator -12%, MLL CXXC-DNA inh 1%, VP16 counter 2%, uPA generation 6%, BRCA1 expr act 24%, RORgamma inh inconclusive, ELG1 genotox 7%, Rab9 prom act -2% and NPC1 prom act 7%.
`Cc1cc(NC(=S)NC(=O)CC(C)C)ccc1Br` gave MBNL1 CUG block 3%, p53 reactivation 0%, FLuc modulator inconclusive, MLL CXXC-DNA inh -2%, VP16 counter inconclusive, BRCA1 expr act -54%, RORgamma inh 2.8µM*, ELG1 genotox 9%, Rab9 prom act 29% and NPC1 prom act -1%.
For CCCNC(=O)C(Cc1ccccc1)NC(=O)c1ccc(C(C)(C)C)cc1 (stereo not given) the results were p53 reactivation 1%, FLuc modulator inconclusive, uPA generation 1%, BRCA1 expr act -10%, ELG1 genotox 5%, Rab9 prom act 2% and NPC1 prom act -1%.

Gathered by group, those above containing an aryl thioether with sulfur outside any ring
Cn1c(=O)[nH]c(=O)c2c1nc(N1CCCCCC1)n2CCCSc1nc2ccccc2o1 was read as MBNL1 CUG block -9%, p53 reactivation -8%, FLuc modulator -1%, MLL CXXC-DNA inh -4%, VP16 counter -16%, uPA generation -2%, BRCA1 expr act -63%, RORgamma inh -6%, ELG1 genotox -4%, Rab9 prom act -1% and NPC1 prom act 1%.
Screening COc1ccc(NC(=O)CN(C)C(=O)CCCSc2nc3ccccc3[nH]2)cc1 returned p53 reactivation 3%, FLuc modulator -10%, uPA generation 3%, BRCA1 expr act -9%, ELG1 genotox 0%, Rab9 prom act -5% and NPC1 prom act -1%.

(continued)
`Cc1cc([N+](=O)[O-])ccc1NC(=S)NC1CCCC1` gave MBNL1 CUG block -4%, p53 reactivation 10%, FLuc modulator -2%, MLL CXXC-DNA inh -3%, VP16 counter -22%, uPA generation 5%, BRCA1 expr act 45%, RORgamma inh -4%, ELG1 genotox 10%, Rab9 prom act -1% and NPC1 prom act 2%.
For CC1=NC(C)(C)Cc2cc(C)c(C)cc21 the results were MBNL1 CUG block -3%, p53 reactivation 2%, FLuc modulator 2%, MLL CXXC-DNA inh -3%, VP16 counter 20%, uPA generation 3%, BRCA1 expr act -7%, RORgamma inh -27%, ELG1 genotox 0%, Rab9 prom act -3% and NPC1 prom act -3%.
For CCN1CCN(C(=O)c2ccc(CSc3ccc(C)cc3)cc2)CC1 the results were MBNL1 CUG block -10%, p53 reactivation 3%, FLuc modulator -11%, MLL CXXC-DNA inh -2%, VP16 counter -1%, uPA generation 1%, BRCA1 expr act 4%, RORgamma inh 23%, ELG1 genotox -8%, Rab9 prom act -6% and NPC1 prom act 1%.
`COc1ccc(NC(=O)CN2CCN(S(=O)(=O)c3ccc(C(C)C)cc3)CC2)cc1OC` gave MBNL1 CUG block 0%, p53 reactivation 3%, FLuc modulator 0%, MLL CXXC-DNA inh 4%, VP16 counter 5%, uPA generation 7%, BRCA1 expr act -18%, RORgamma inh 41%, ELG1 genotox -11%, Rab9 prom act -1% and NPC1 prom act -4%.
O=C(/C=C/c1cccc(F)c1)Nc1cc(S(=O)(=O)N2CCOCC2)ccc1N1CCCC1 was read as p53 reactivation 1%, FLuc modulator -1%, MLL CXXC-DNA inh -10%, VP16 counter -15%, uPA generation 2%, BRCA1 expr act -28%, RORgamma inh 17%, ELG1 genotox -1%, Rab9 prom act 2% and NPC1 prom act -3%.
CC(=O)c1ccc(NC(=O)NC2CCCCCCC2)cc1 was read as MBNL1 CUG block -3%, p53 reactivation inconclusive, FLuc modulator 12µM*, MLL CXXC-DNA inh -22%, VP16 counter inconclusive, uPA generation -2%, BRCA1 expr act 98%, RORgamma inh 18%, ELG1 genotox 8.2µM*, Rab9 prom act 1.8µM* and NPC1 prom act 1.6µM*.
For Cc1ccc(NC(=O)CSc2ncccn2)c([N+](=O)[O-])c1 the results were MBNL1 CUG block inconclusive, p53 reactivation inconclusive, FLuc modulator -6%, MLL CXXC-DNA inh -6%, VP16 counter -6%, uPA generation -9%, BRCA1 expr act 11µM*, RORgamma inh 28%, ELG1 genotox inconclusive, Rab9 prom act 6% and NPC1 prom act 2%.
`CCn1c(=O)c2cc(C(=O)N3CCCC3)sc2c2ccccc21` gave MBNL1 CUG block 1%, p53 reactivation 0%, FLuc modulator 0%, MLL CXXC-DNA inh -8%, VP16 counter 16%, RORgamma inh -10%, ELG1 genotox 2%, Rab9 prom act -2% and NPC1 prom act 2%.
`CCn1c(=O)cc(SCC(=O)N2CCN(C3CCCCC3)CC2)c2ccccc21` gave MBNL1 CUG block -6%, p53 reactivation -8%, FLuc modulator 3%, MLL CXXC-DNA inh 8%, VP16 counter -2%, BRCA1 expr act -31%, RORgamma inh -15%, ELG1 genotox 15%, Rab9 prom act -11% and NPC1 prom act -7%.
Screening CCOC(=O)C1CCN(Cc2cc(=O)oc3cc(C)ccc23)CC1 returned MBNL1 CUG block 15%, p53 reactivation -2%, FLuc modulator -5%, MLL CXXC-DNA inh 6%, VP16 counter 13%, uPA generation -3%, BRCA1 expr act 1%, RORgamma inh 21%, ELG1 genotox -1%, Rab9 prom act -2% and NPC1 prom act -6%.

The list is partial; rates above refer to the full screens.
